SENP8 block-1 = SENP8 (human) protease inhibition | recombinant SENP8, Nedd8 substrate fluorescence | inhibition, % at 20 µM | 360,000 compounds, 0.64% hits | AID 602440; in the data active = inhibition mostly above about 40%, no sharp cut-off; inactive = mostly below about 27%
Target sequence (Q96LD8 whole entry, looked up): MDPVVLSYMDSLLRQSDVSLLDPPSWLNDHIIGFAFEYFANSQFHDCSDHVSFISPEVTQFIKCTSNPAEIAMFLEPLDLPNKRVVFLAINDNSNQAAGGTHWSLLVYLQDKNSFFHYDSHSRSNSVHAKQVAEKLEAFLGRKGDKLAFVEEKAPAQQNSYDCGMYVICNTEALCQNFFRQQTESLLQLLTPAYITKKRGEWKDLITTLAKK
beta cell repl = MIN6 beta-cell proliferation induction | 330,000 compounds, 0.29% hits | MIN6 cells proliferation, ATPlite luminescence, 48 h; cells starved in 0.2% serum; 100% = growth in 10% serum | proliferation, % at 10 µM | AID 2380;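 active = compounds whose signal lies at least 3.5 SD above the mean of all wells on their plate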;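 also: 0% = DMSO-treated cells in low-serum medium and 100% = 10% serum control; some compounds called inactive have numbers as strong as hits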
HKDC1 inh = HKDC1 (human) hexokinase inhibition; Q2TB90; recombinant HKDC1, G6PDH/diaphorase resazurin coupled fluorescence; inhibition, % at 20 µM; 340,000 compounds, 0.16% hits; AID 493160;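 active = inhibition above about 35% when tested at 20 µM, limit read from the data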;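 also: plate controls were DMSO wells with enzyme for no effect and DMSO wells lacking enzyme for full effect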
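System: Recombinant HKDC1 hexokinase | Amount: HKDC1 at 5 µg/mL | Reagent: Glucose with 1 mM ATP | Doses: Single 20 µM dose | Incubation: Reaction time 90 min, room temperature, protected from light | Signal: Coupled resazurin fluorescence, excitation 525 nm, emission 613 nm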
UBC13 inh = inhibitors of human UBC13 polyubiquitin chain formation. TR-FRET. inhibition, % at 20 µM. 330,000 compounds, 0.47% hits. AID 485273; in the data active = inhibition above about 45%, passing the limit was not always enough; inconclusive = no clear call, values can overlap the other calls
Target sequence (P61088 whole entry, looked up): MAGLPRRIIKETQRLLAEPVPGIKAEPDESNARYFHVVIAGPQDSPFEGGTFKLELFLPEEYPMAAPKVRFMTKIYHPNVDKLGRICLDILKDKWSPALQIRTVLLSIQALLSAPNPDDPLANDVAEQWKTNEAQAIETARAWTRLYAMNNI
SENP1 FRET inh = blocks the human SENP1 SUMO protease catalytic domain; Q9P0U3; recombinant SENP1 catalytic domain, CyPet-SUMO1-YPet FRET cleavage; inhibition, % at 10 µM; 360,000 compounds, 0.21% hits; AID 624204;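 active = inhibition at least 30% at 10 µM, raw YFP signal under a set limit, fluorescence ratio 0.5 to 1.5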;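 also: 0% = enzyme with DMSO and 100% = no enzyme wells; some results filed as inactive read as strong as hits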
Target sequence (Q9P0U3 419-644 limits assumed): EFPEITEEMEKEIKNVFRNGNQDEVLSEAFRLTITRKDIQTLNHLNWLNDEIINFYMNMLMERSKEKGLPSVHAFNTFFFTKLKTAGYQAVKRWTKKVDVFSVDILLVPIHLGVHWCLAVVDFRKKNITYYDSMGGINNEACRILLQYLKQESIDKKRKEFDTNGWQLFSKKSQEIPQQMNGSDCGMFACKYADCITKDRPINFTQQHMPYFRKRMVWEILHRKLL
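system = hSENP1 catalytic domain, recombinant | reagent = SFCypet-SUMO1-SFYpet substrate at 25 nM | doses = one dose per compound, 10 µM, 0.5% DMSO | incubation = enzyme reaction for 50 min at room temperature, dark | measured by = FRET, CFP and YFP emission | controls = no-enzyme low, enzyme-DMSO high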
SENP7 block = SENP7 protease inhibition. AID 434973. Q9BQF6. inhibition, % at 5 µM. 330,000 compounds, 1.5% hits. recombinant SENP7, Z-RLRGG-aminoluciferin luminescence, 40 min;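 active = inhibition above about 50% at the single test dose, limit read from the data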;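 also: plate controls were DMSO with enzyme for no effect and no enzyme buffer wells for full effect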
SENP6 inh = blocks the human protease SENP6; AID 2599; Recombinant SENP6 catalytic domain, aminoluciferin luminescence; 330,000 compounds, 1.8% hits; inhibition, % at 10 µM;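 active = inhibition above about 50% at the single tested dose, limit read from the data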;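 also: plate controls were DMSO wells with enzyme for no effect and DMSO wells lacking enzyme for full effect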
Target sequence (Q9GZR1 628-1112 limits assumed): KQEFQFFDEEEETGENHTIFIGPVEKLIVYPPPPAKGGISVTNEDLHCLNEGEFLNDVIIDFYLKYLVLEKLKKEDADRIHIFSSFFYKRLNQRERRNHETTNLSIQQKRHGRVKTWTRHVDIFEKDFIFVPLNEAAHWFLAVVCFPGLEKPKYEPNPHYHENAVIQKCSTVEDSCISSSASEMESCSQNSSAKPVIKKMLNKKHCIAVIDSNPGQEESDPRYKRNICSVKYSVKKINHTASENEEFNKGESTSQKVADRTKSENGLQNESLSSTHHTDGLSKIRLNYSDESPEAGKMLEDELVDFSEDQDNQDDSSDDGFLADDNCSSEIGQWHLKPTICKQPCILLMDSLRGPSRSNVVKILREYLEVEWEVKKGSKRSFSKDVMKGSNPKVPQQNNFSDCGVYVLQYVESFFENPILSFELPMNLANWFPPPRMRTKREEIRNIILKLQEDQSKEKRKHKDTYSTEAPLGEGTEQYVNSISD
SENP8 block-2 = inhibitors of human SENP8 protease; AID 2540; purified SENP8, Z-RLRGG-aminoluciferin cleavage, luminescence; inhibition, % at 10 µM; 330,000 compounds, 1.2% hits; Q96LD8; in the data active = inhibition above about 50%
PfGluPho inh = PfG6PD (Plasmodium falciparum) enzyme inhibition. PfGluPho enzyme, NADPH resazurin-diaphorase fluorescence. inhibition, % at 20 µM. 350,000 compounds, 0.78% hits. AID 504690;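 active = inhibition reaching at least a set limit at 20 µM in the primary screen, cut at about 59% in these data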;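 also: 0% = DMSO wells with substrate and 100% = DMSO wells lacking glucose-6-phosphate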
Active calls of the source: *; ? = inconclusive; nt = not tested or not shown; & = joins results of further samples. Not all compounds are listed (hit frequency here may not be typical).

Every second line gives: UBC13 inh, SENP6 inh, PfGluPho inh, HKDC1 inh, beta cell repl, SENP8 block-2, SENP7 block, SENP8 block-1, SENP1 FRET inh
COc1cc(CN2CCCC(C(=O)c3sccc3C)C2)cc(Cl)c1O (stereo not drawn)
  1.4, -14.2, 39.2, -2.2, 2.9, -5.0, 3.8, 16.7, 0.3
N#Cc1c(/N=C/C2C(=O)NC(=S)NC2=O)sc2c1CCCC2
  -2.8, -4.5, 18.0, 4.1, 4.3, -2.4, 6.6, -4.1, -3.8
O=c1[nH]c(O)c(/C=C2\C=NN=C2c2ccccc2)c(=O)[nH]1
  -2.3, 9.0, 19.2, -7.1, 0.8, 0.5, 0.9, 6.0, 2.6
CCCC[N+]1(C)[C@@H]2CC(OC(=O)[C@H](CO)c3ccccc3)C[C@H]1[C@@H]1O[C@@H]12 (stereo partly drawn)
  4.0, -6.2, 0.6, -9.5, 1.4, 0.3, 5.5, 6.8, 0.5
O=c1[nH]c(=O)n(Cc2ccccc2)c(O)c1/C=C1\C=Nc2ccccc21
  -22.9, -24.4, 13.1, 10.7, -1.6, -8.4, -7.2, 5.4, 10.3
c1cncc(C2CCCN2)c1 (stereo not drawn)
  -1.6, 5.5, nt, nt, 0.4, -3.4, 3.8, nt, nt
O=C(O)c1ccc(N=Cc2c(O)n(Cc3ccc(F)cc3)c(=O)[nH]c2=O)cc1
  15.1, -16.4, 23.4, 13.5, 2.2, -1.4, -9.3, -134.9, -1.0
CCN(CC)S(=O)(=O)N1CCC(C(=O)N2CCC3(CC2)OCCO3)CC1
  11.6, -3.7, -14.1, -2.3, -3.0, -1.3, 0.3, 3.9, 0.8
CCn1ccnc1CN1CCCC(C(=O)c2cc(C)c(OC)c(C)c2)C1 (stereo not drawn)
  4.3, -21.1, -17.2, -2.4, -1.0, 6.0, 3.1, 9.9, 2.6
CC(=O)Nc1ccccc1C(=O)OCc1ccc(C(=O)c2ccccc2)cc1
  ?, -7.7, -13.8, 1.2, -6.2, -3.5, 3.6, 13.1, 0.4
CC[C@@H](O)C[C@H]1CCC[C@@]2(C[C@@H]3OC(=O)/C=C/[C@@](C)(O)[C@@H](O)[C@H](C)[C@@H](O)[C@H](OC4CCC(N(C)C)C(C)O4)[C@@H](O)[C@](C)(O)CCCCC/C=C/[C@@H]4CC(C)(C)O[C@@]4(O)C[C@H](O2)[C@H]3C)O1 (stereo partly drawn)
  nt, nt, 23.2, -1.3, nt, nt, nt, 28.1, 1.4
CC(C)(C)P(=O)(c1ccncc1)N1CCCC1 (stereo not drawn)
  -0.8, -6.0, -7.3, -5.4, -2.3, -9.4, 14.4, 12.8, -1.9
Cc1cc(O)c2c(c1)C(=O)C13C(=C2O)C(=O)[C@H]2[C@@H](O)[C@@H]1[C@H]1[C@H](O)[C@@H]3C(=O)C3=C(O)c4c(O)cc(C)cc4C(=O)C312 (stereo partly drawn)
  -195.2, 13.0, 28.8, 67.4*, -5.8, -2.0, 8.7, 26.8, 12.2
N=C1c2ccccc2CN1c1cccc([N+](=O)[O-])c1
  1.4, -10.3, -1.6, 11.4, 2.5, -1.2, 5.9, 11.0, 1.4
Cc1cc(C(=O)CN2CCCC2)c(C)n1-c1ccc(F)cc1
  -1.8, -5.6, 2.7, -5.8, -2.6, -0.8, 4.6, 27.6, -9.4
O=C1NC(=S)N(c2ccccc2)C(=O)C1C(c1ccncc1)C1C(=O)NC(=S)N(c2ccccc2)C1=O (stereo not drawn)
  -7.8, -14.2, -1.4, 13.5, -0.5, -4.0, -3.5, 10.2, 0.6
O=[N+]([O-])/C=C1\NCCN1Cc1ccc(Cl)nc1
  1.9&2.0, 11.1&5.2, 1.3&-22.6, -9.8&-2.5, -0.3&1.1, 5.4&-5.5, 1.6&15.3, 3.6&-6.1, -0.2&-0.7
Cc1ccccc1-n1c(C)nc2sccc2c1=O
  2.8, 4.0, -7.7, -1.6, 0.3, -0.4, 1.7, 24.2, 1.7
COc1ccc(N2C(=O)NC(=O)/C(=C\c3ccc([N+](=O)[O-])s3)C2=O)cc1
  -23.7, 18.9, 63.1*, 5.5, -5.6, 25.7, 13.6, 44.2*, 13.4
CC(C)(C)N1CC(C(=O)c2ccccc2)C1c1ccccc1 (stereo not drawn)
  nt, nt, -13.1, -3.5, nt, nt, nt, 10.5, 4.4
O=C(c1cc(-c2ccncc2)nc2ccccc12)N1CCC2(CC1)OCCO2
  -0.6, 5.9, 2.6, -8.3, 0.8, 0.5, 3.0, 26.7, 1.1
CCOc1ccccc1CN1CCCC(C(=O)c2cc(F)ccc2F)C1 (stereo not drawn)
  4.3, 2.4, -2.2, -4.4, 0.8, 7.1, -0.4, 13.5, 0.5
CN1CCN(c2c(F)cc([N+](=O)[O-])c(N)c2Br)CC1
  -6.6, -8.3, -4.5, -7.3, -2.2, -3.2, -3.6, 24.8, 3.2
CC1([N+](=O)[O-])COP(=O)(Nc2ccccc2F)OC1 (stereo not drawn)
  nt, nt, -3.2, -6.6, nt, nt, nt, 18.5, 5.3
CSc1nc(Cl)c(Br)c(N2CC2)n1
  nt, nt, -0.6, -4.6, nt, nt, nt, 20.8, -4.3
O=C(c1cc(-c2cccnc2)nc2ccccc12)N1CCC2(CC1)OCCO2
  7.0, -1.9, -4.0, -19.0, 3.9, 5.5, 6.4, 1.3, 0.2
COc1ccc(-n2c(O)c(C(C)=NCc3ccco3)c(=O)[nH]c2=O)cc1
  -4.5, 2.0, 8.0, -1.3, 1.8, -6.9, -6.2, 20.2, -24.4
CCOC(=O)C(O)(c1ccc(N)c(OC)c1)C(F)(F)F (stereo not drawn)
  0.1, -13.1, 7.2, -2.7, -1.4, 0.6, 3.5, 22.5, 1.6
Cc1cc(Oc2ccc(C(F)(F)F)cc2[N+](=O)[O-])c2c3c(c(=O)oc2c1)CCCC3
  4.3, -10.4, -5.5, 0.4, -2.4, -0.5, 6.3, 4.2, -3.5
CC1C=CCCC12C(=O)NC(=O)NC2=O (stereo not drawn)
  nt, nt, 4.0, -2.0, nt, nt, nt, 13.4, 2.9

By substructure: the entries above with a CF3 group
Every second line gives: UBC13 inh, SENP6 inh, PfGluPho inh, HKDC1 inh, beta cell repl, SENP8 block-2, SENP7 block, SENP8 block-1, SENP1 FRET inh
CCOC(=O)C(O)(c1ccc(N)c(OC)c1)C(F)(F)F (stereo not drawn)
  0.1, -13.1, 7.2, -2.7, -1.4, 0.6, 3.5, 22.5, 1.6
Cc1cc(Oc2ccc(C(F)(F)F)cc2[N+](=O)[O-])c2c3c(c(=O)oc2c1)CCCC3
  4.3, -10.4, -5.5, 0.4, -2.4, -0.5, 6.3, 4.2, -3.5

Further entries follow.
Every second line gives: UBC13 inh, SENP6 inh, PfGluPho inh, HKDC1 inh, beta cell repl, SENP8 block-2, SENP7 block, SENP8 block-1, SENP1 FRET inh
COc1cc(CC2(CCc3ccncc3)C(=O)NC(=O)NC2=O)cc(OC)c1OC
  -4.3, -7.0, -10.4, -8.5, -0.4, -6.3, -5.6, 2.2, 0.9
COc1ccc(-n2nc(C(=O)NCC(=O)N3CCC4(CC3)OCCO4)c3ccccc3c2=O)c(OC)c1
  1.5, -10.8, 7.3, -4.4, -2.3, -6.1, -4.1, -23.8, -50.0
CN1C(=O)c2ccccc2NC(=O)C1Cc1ccccc1 (stereo not drawn)
  3.1, -4.0, -6.6, -6.8, -0.4, -8.6, -6.9, 10.0, -0.2
CC(=O)N1N=C2C3CCN(CC3)C2C1c1ccc(C)cc1 (stereo not drawn)
  -2.1, -6.2, -8.0, -4.2, -2.8, -0.2, 5.2, 0.1, 1.9
CCCCCCC[n+]1ccc(-c2cc[n+](CCCCCCC)cc2)cc1
  -4.8, 8.4, -3.8, -2.3, 0.0, 3.2, -3.8, 22.2, 4.5
C=CCN1CC[C@]23c4c5ccc(O)c4OC2C(=O)CC[C@@]3(O)C1C5 (stereo partly drawn)
  -2.9, -2.3, 10.4, -4.3, -3.4, -1.1, 10.8, 0.9, 2.3
CCOc1ccc2nc(N=Nc3c(O)[nH]c(=O)[nH]c3=O)sc2c1
  -152.8, -0.4, 4.5, -2.9, -2.5, 2.5, -1.8, 44.9*, 3.1
O=C(CN1CC(c2ccccc2)CC1=O)NCc1ccc(F)cc1 (stereo not drawn)
  2.2, -1.4, -9.9, -3.7, 3.4, -5.9, -3.4, 2.6, -1.4
COc1cc(O)cc2c1C(=O)O[C@@H](C)CCCC(=O)CCCCC2
  1.1, -19.0, -4.2, 0.5, -0.9, -9.3, -6.6, 13.5, 2.2
COC(=O)C1=C(c2ccc(Cl)c(C(F)(F)F)c2)C[C@@H]2CC[C@H]1N2C
  -10.4, 0.7, 2.1, -1.9, -0.6, -7.4, -6.9, 13.2, 1.2
Oc1ccc(Cl)c(Cl)c1
  4.9, -15.0, 21.7, -1.5, -0.1, -17.5, -7.5, 10.2, -3.2
O=[N+]([O-])c1ccccc1CNCCc1ccc(F)cc1
  1.2, 1.2, 25.8, -12.4, 1.8, -6.9, -8.1, 6.2, 1.8
Cc1ccc(CC(=O)N2CCN(C)CC2)cc1
  1.0, 6.5, -1.5, -0.2, -3.4, 2.8, 6.3, 17.7, 1.4
COC(=O)C1=C(c2ccc(S(C)(=O)=O)cc2)C[C@@H]2CC[C@H]1N2C(=O)NCc1ccccc1
  -14.8, -11.1, 8.7, -4.1, -2.8, -3.3, -6.6, 12.9, -0.1
CCOP(=O)(OCC)C(O)c1ccc(Br)cc1 (stereo not drawn)
  -0.3, -2.3, 15.0, -8.6, 0.0, 4.3, 0.8, 11.0, -1.3
CCOP(=O)(OCC)C(NC(=O)CN1C(=O)c2ccccc2S1(=O)=O)C(Cl)(Cl)Cl (stereo not drawn)
  -20.2, -9.6, -18.9, -7.3, -2.5, -6.1, 3.4, 12.8, 1.8
COc1ccc2c(c1)[nH]c1c(C)nccc12
  -5.1, -14.1, 2.6, -4.3, 5.1, -5.1, -10.2, -382.0, -0.5
Cn1cc(C(=O)NC2CC2)c2ccccc21
  -2.0, -17.7, -14.1, 3.9, 4.2, 0.8, -0.1, 7.3, -0.5
CC(C)OP(=O)(O)NC(=O)c1ccccc1
  0.8, -4.6, 4.3, -7.8, -1.7, -4.4, -6.3, 5.6, -2.2
c1ccc(C2CC2)c(OCC2=NCCN2)c1
  -1.5, 5.5, -5.0, -3.2, -7.3, -0.4, 3.0, 11.2, -2.7
CON(C)C(=O)Nc1ccc(Cl)cc1
  -1.5, -10.3, -15.3, 13.5, -1.8, -1.5, 2.7, 9.7, 1.4
O=C(COc1ccc(Br)cc1)N1CCN(Cc2c[nH]c3ccccc23)CC1
  9.9, -12.7, -4.0, 5.5, -6.2, -12.1, -5.4, 11.0, -0.4
COC(=O)C1=C(c2ccccc2OCc2ccccc2)C[C@@H]2CC[C@H]1N2C(=O)NCc1ccccc1
  -28.0, 0.1, -0.1, -1.3, -5.7, 7.2, -2.8, 20.0, 2.0
O=C1CN=C(c2ccccc2)c2cc(Cl)ccc2N1
  3.2, 0.6, -6.3, 1.1, -2.0, 15.6, 4.0, 8.0, 0.6
O=C(CN1CCCC1=O)N1CCOCC1
  -1.0, 1.7, 6.2, 5.4, 0.3, 9.2, 6.7, 8.9, -1.2
CC(=NCc1ccc2c(c1)OCO2)c1c(O)n(C)c(=O)n(C)c1=O
  6.9, -3.7, 3.1, -11.9, -2.0, 1.6, 5.6, 22.9, 0.4
CN1CCN(c2nccc3c2ncn3C)CC1
  3.0, -24.2, 8.4, -0.6, -2.2, -1.3, 0.9, 11.0, -0.2
N=C1c2ccccc2CN1NC(=O)C1CC1
  -15.0, -24.8, -0.3, -12.7, -0.6, -7.2, -4.8, 15.4, 1.7

High-throughput results as filed in PubChem BioAssay.
